From PubChem BioAssay
Anesthetic bind – candidate novel general anesthetic via apoferritin binding | P02791 | apoferritin/1-aminoanthracene competitive binding, fluorescence | Potency, µM (series often up to 77.5 µM), without a hit: at the top dose activity change, negative = displacement, actives largely listed as inhibitors | actives 0.074% (n = 350,000) | AID 485281; also: % is scaled to controls: 0 for no effect and ±100 for the full control effect; nearly all actives have a fitted effect of over 20% in size
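Probe: 1-aminoanthracene (50% saturated, PBS). Protein: horse-spleen apoferritin, 10 uM. Incubation: 10 min, room temperature. Detection: 380 nm excitation, 535 nm emission. Analysis: normalized response, four-parameter Hill.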
G9a block – G9a (human) methyltransferase inhibition | Q96KQ7 | G9a H3K9 monomethylation, AlphaScreen, 2 h | Potency, µM (top dose mostly 102 µM), inactives show at the highest dose activity, negative = inhibition, actives largely listed as inhibitors | actives 8.8% (n = 350,000) | AID 504332; also: % is scaled to controls: 0 for no effect and ±100 for the full control effect; nearly all actives have a fitted effect of over 75% in size
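Compounds were preincubated with 20 nM G9a for 15 min, after which biotinylated H3K9 peptide (500 nM) and SAM (20 uM) started a 2 h room-temperature reaction. Monomethylated product was quantified by antibody-based AlphaScreen chemiluminescence.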
BAZ2B block – BAZ2B (human) inhibition; AID 504333; Q9UIF8; Potency, µM (doses to about 114 µM), for the others: at the top dose activity change, negative = inhibition, hits mostly inhibitors; AlphaScreen BAZ2B-H3K14Ac peptide displacement; actives 4.4% (n = 360,000); also: % is scaled to controls: 0 for no effect and ±100 for the full control effect; nearly all actives have a fitted effect of over 60% in size
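Compounds, titrated to a top concentration of 110 uM, were incubated 30 min at room temperature with preformed BAZ2B/acetyl-K14 H3 peptide complex (50 nM each). Proximity signal was measured by AlphaScreen after 20 min with beads.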
Pol kappa inh – blocks human DNA polymerase kappa activity | actives 0.53% (n = 400,000) | Q9UBT6 | Potency, µM (series often up to 107 µM), for the others: top-dose activity, negative = inhibition, usual class: inhibitors | purified Pol kappa, fluorescent DNA synthesis assay, 10 min; also: % is scaled to controls: 0 for no effect and ±100 for the full control effect
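Kinetic fluorescence readout at 0 and 10 min followed reaction start with substrate at 50 nM final. Beforehand, enzyme (10 nM Pol kappa) stood 15 min with compound at room temperature; buffer-only wells were negative controls.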
BLM inh – blocks DNA unwinding by human BLM helicase | P54132 | recombinant BLM DNA unwinding, fluorescence dequenching | Potency, µM (doses to about 56.1 µM), inactives show top-dose activity change, negative = inhibition, hits mostly inhibitors | actives 0.2% (n = 350,000) | AID 2528;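 also: plate controls were vehicle for no effect and no enzyme for full effect; nearly all actives have a fitted effect of over 35% in size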
APE1 inh – blocks human APE1 abasic DNA cleavage | recombinant APE1, TAMRA/BHQ-2 abasic DNA cleavage fluorescence | actives 0.35% (n = 350,000) | P27695 | Potency, µM (top dose mostly 65.8 µM), inactives show top-dose activity change, negative = inhibition, hits mostly inhibitors;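 also: plate controls were vehicle for no effect and reference inhibitor for full effect; nearly all actives have a fitted effect of over 55% in size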
Target sequence (P27695 whole entry, looked up): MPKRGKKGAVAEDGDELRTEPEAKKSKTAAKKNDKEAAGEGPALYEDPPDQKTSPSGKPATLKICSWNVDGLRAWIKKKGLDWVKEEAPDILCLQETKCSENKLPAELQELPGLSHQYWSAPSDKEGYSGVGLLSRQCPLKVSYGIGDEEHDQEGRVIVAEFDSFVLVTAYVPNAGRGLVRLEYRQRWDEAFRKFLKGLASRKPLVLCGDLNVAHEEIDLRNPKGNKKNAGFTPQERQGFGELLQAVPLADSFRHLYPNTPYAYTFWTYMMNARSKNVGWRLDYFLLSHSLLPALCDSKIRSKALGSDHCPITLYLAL
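Activity was derived from the fluorescence gain between first and third kinetic reads (60 s intervals, ex 525/em 598 nm) after 50 nM THF-abasic TAMRA/BHQ-2 duplex was added to 0.75 nM APE1 preincubated 15 min with compound.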
POLB inh – blocks human DNA polymerase beta activity; actives 1.3% (n = 340,000); Pol beta primer extension/strand displacement, fluorescence kinetic; P06746; Potency, µM (highest dose often 114 µM), for inactives: at the highest dose activity change, negative = inhibition, hits mostly inhibitors; also: % is scaled to controls: 0 for no effect and ±100 for the full control effect
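Curves were derived by four-parameter Hill fits of normalized qHTS data. The kinetic fluorescent primer-extension read was taken at 0 and 10 min after 50 nM substrate, following a 15 min room-temperature preincubation of 10 nM enzyme with compounds.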
Pol eta inh – DNA polymerase eta (human) inhibition; Potency, µM (titrated, usually from 114 µM), for inactives: top-dose activity change, negative = inhibition, most hits filed as inhibitors; recombinant Pol eta, fluorescent DNA replication assay; AID 588591; actives 1.2% (n = 390,000); Q9Y253; also: % is scaled to controls: 0 for no effect and ±100 for the full control effect
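Fluorescent replication assay: 50 nM final substrate added after a 15 min room-temperature compound preincubation with 10 nM enzyme. Signal taken at 0 min and again at 10 min.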
POLI inh – blocks human DNA polymerase iota activity; Q9UNA4; Potency, µM (titrated, usually from 115 µM), for inactives: at the top dose activity, negative = inhibition, usual class: inhibitors; actives 1% (n = 390,000); AID 588590; Pol iota fluorescent replication assay, 10 min
Target sequence (Q9UNA4 whole entry, looked up): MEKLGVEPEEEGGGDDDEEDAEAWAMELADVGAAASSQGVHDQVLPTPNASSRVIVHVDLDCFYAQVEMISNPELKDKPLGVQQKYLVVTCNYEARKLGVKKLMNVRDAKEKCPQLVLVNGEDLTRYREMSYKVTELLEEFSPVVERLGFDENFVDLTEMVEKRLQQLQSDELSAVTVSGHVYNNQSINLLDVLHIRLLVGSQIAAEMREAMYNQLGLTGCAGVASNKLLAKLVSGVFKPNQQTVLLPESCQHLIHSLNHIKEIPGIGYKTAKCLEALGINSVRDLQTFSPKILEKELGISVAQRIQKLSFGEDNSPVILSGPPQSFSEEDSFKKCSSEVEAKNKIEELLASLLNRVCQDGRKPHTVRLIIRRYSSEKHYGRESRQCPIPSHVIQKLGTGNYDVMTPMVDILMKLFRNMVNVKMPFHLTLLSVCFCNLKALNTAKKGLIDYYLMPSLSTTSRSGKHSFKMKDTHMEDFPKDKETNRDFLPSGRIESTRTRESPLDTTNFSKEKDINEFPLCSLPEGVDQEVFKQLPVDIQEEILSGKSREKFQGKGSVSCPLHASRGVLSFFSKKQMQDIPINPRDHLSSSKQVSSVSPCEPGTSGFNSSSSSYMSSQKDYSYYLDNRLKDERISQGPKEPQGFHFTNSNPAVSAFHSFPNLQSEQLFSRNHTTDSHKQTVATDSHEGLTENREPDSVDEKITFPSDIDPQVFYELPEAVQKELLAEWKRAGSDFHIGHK
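Fluorescent replication assay read twice, at 0 min and 10 min after adding 50 nM (final) substrate. Enzyme (10 nM) and compounds were first incubated 15 min at room temperature; enzyme-free buffer wells were negative controls.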
Active calls of the source: *; ? = inconclusive; nt = no result given; & = joins results of further samples; [ ] = dose if it differs, or a comment. Calls follow the shape of the dose curve; as a rule, active = well fitted curve in the direction sought with a large enough effect; inconclusive = small, poorly fitted or top-dose-only effect, or another doubt; inactive = no such curve, though single readings can be large; an effect the other way counts as inactive or inconclusive. Potency is read from the fitted curve at half-maximal effect. The list is partial. The share of hits here may be higher or lower than overall.

#	SMILES	Anesthetic bind	G9a block	BAZ2B block	Pol kappa inh	BLM inh	APE1 inh	POLB inh	Pol eta inh	POLI inh
1	O=C(CCc1ccccc1)NCc1ccc(F)cc1	-6%	6%[59 µM]	-3%	6%	-4%	20%	23%	-16%	11%
2	CCCCc1nnc(NC(=O)C(C)Sc2nc(O)c(Cc3ccccc3)c(=O)[nH]2)s1 (stereo unspecified)	-12%	-43%	-24%	-8%	-1%	-1%	23%	-13%	65%[activator]
3	CC(C)(O)C1=NOC(c2ccccc2)C1 (stereo unspecified)	2%	?	10%	-9%	-1%	11%	29%	3%	-3%
4	CC(C)NC(=O)N(C)C[C@H]1Oc2ccc(NS(=O)(=O)c3ccccc3)cc2C(=O)N([C@H](C)CO)C[C@@H]1C	nt	nt	nt	-6%	nt	-3%	nt	-7%	28%
5	Cc1ccc(NC(=O)CC2SCCNC2=O)cc1[N+](=O)[O-] (stereo unspecified)	-10%	3%	-1%	-1%	-4%	2%	5%	-23%	-5%[58.9 µM]
6	COc1ccc(C2CC(=O)c3cc(-c4nc(-c5ccc(Cl)cc5)c(C)s4)c(=O)[nH]c3C2)cc1 (stereo unspecified)	-2%	-3%[59 µM]	1%	-2%	-6%	nt	?	1%	1%
7	Cc1cc(OC(=O)c2ccc(C(C)(C)C)cc2)c([N+](=O)[O-])c(=O)[nH]1	-9%	?	-21%	3%	0%	-3%	9%	-17%	18%
8	CCN(CC)c1ccc(NC(=O)CCc2nc3cccnc3n2Cc2cccs2)c(C)c1	-13%	8.9µM*	?	-17%	-5%	nt	28%	-7%	13%
9	Cc1ccccc1/C=N/NC(=O)CSc1nc2ccccc2o1	?	3%[59 µM]	3%	3%	-1%	-12%	-1%	-15%	11%
10	Cc1ccc(CNC(=O)C2CCN(S(=O)(=O)c3ccc4[nH]c(=O)ccc4c3)CC2)cc1	10%	3%[59 µM]	3%	-7%[60.1 µM]	-1%	nt	-9%	0%	2%
11	COC(=O)c1cccc(NC(=S)N2CCN(c3ccccc3F)CC2)c1	-15%	-8%	-13%	-1%	-3%	-5%	14%	-15%	84%[activator]
12	O=C1CCC/C1=C\Nc1ccc(Cl)c([N+](=O)[O-])c1	-8%	?	-33%	-26%	2%	0%	-21%	-5%	-14%[58.9 µM]
13	S=C(N/N=C/c1ccc2c(c1)OCO2)NC1CC2CCC1C2 (stereo unspecified)	-5%	28%	?	-6%	-7%	-4%	-1%	-27%	-8%[58.9 µM]
14	COc1ccc2nc(C)cc(SCC(=O)NNC(=O)COc3ccc(C)cc3)c2c1	-10%	12%	4%	-5%	-6%	-3%	?	-5%	19%
15	O=C(Nc1ccc(Cl)c(S(=O)(=O)N2CCOCC2)c1)c1ccncc1	nt	nt	nt	-6%	nt	19%	nt	1%	-7%
16	COCc1cc(C)nc2sc(C(=O)Nc3ccc(OC(F)(F)F)cc3)c(N)c12	358%[activator]	0%[59 µM]	3%	-5%	-3%	nt	24%	-5%	-10%
17	COc1cccc(-c2cncnc2NC2CCNCC2)c1	nt	4%[0.501 µM]	nt	-5%[60.1 µM]	5%	-4%	nt	nt	nt
18	O=C(COc1ccc(Cl)cc1)N1CCN(C(=O)c2ccccc2F)CC1	0%	-11%	-10%	-10%	-2%	32%	-1%	-5%	106%[activator]
19	C=CCn1c(C(CC)CC(C)(C)O)n[nH]c1=S (stereo unspecified)	-2%	-2%[59 µM]	-39%	9%[60.1 µM]	-1%	2%	-1%	-13%	-5%
20	N#Cc1ccc(C(=O)OCC(=O)NC(=O)NCc2ccccc2)cc1	nt	4%[0.501 µM]	-28%	-3%	nt	19%	nt	-22%	109%[activator]
21	Cc1cccc(NC(=S)NC(=O)c2cccs2)n1	-22%	41%[0.501 µM]	-36%	-15%	-1%	1%	18%	-6%	?
22	Cc1ccn(CCC(=O)N2CCCC(CCC(=O)N3CCN(c4ccccn4)CC3)C2)n1 (stereo unspecified)	-5%	6%	7%	-2%	-1%	3%	10%	-24%	51%[activator]
23	COc1cccc(C(C(=O)NC2CCCC2)N(C(=O)c2csnn2)C2CC2)c1 (stereo unspecified)	4%	34%	4%	-9%	1%	-7%	48%	2%	102%[activator]
24	CC(NC(=O)[C@H](C)NC(=O)N1CCn2c1nc1ccccc12)c1ccccc1 (stereo partly specified)	-2%	20%	-28%	5%	0%	25%	-2%	-14%	14%
25	Cc1noc(C)c1NC(=O)N(C)C[C@H]1Oc2ccc(NS(=O)(=O)c3ccccc3)cc2C(=O)N([C@H](C)CO)C[C@@H]1C	nt	nt	nt	1%	nt	-2%	nt	-5%	13%

Some values from the list.
In BLM inh, entry 16 is listed with -3%
In G9a block, entry 6 is listed with -3%[59 µM]

Other compounds follow.
#	SMILES	Anesthetic bind	G9a block	BAZ2B block	Pol kappa inh	BLM inh	APE1 inh	POLB inh	Pol eta inh	POLI inh
26	CCC(C)[C@H](NC(=O)N1CCN(c2cccc(C(F)(F)F)c2)CC1)C(=O)OC (stereo partly specified)	?	-1%[59 µM]	0%	1%	-2%	2%	-1%	-19%	34%[activator]
27	CCOC(=O)NNC(=O)C12CC3CC(CC(C3)C1)C2	?	-2%	-4%	14%	-5%	-2%	29%	-12%	6%
28	C[C@H](NC(=O)c1nc[nH]c1C(=O)NCc1ccccc1)c1ccccc1	nt	4%[0.501 µM]	6%	2%	nt	-22%	nt	-16%	33%[activator]
29	O=C1c2ccccc2NC(c2ccccc2)N1c1ccc(O)cc1 (stereo unspecified)	-1%	-12%[59 µM]	nt	-2%	-5%	1%	-26%	7%	?
30	O=C(c1cc(-c2cccs2)nc2ccccc12)N1CCN(c2ccccc2)CC1	-10%	?	?	0%	-11%	-1%	0%	-20%	68%[activator]
31	O=C(/C=C/c1ccc([N+](=O)[O-])cc1)NCCSc1ccccc1	1%	?	2%	-10%	-12%	-6%	-20%	-22%	-6%
32	Nc1nc(CCl)nc(Nc2ccccc2)n1	-6%	-3%	-4%	-1%	1%	18%	-1%	2%	-8%
33	COc1ccccc1C(=O)NCCn1ccc2ccccc21	-20%	11%	7%	-6%	-4%	-1%	2%	-18%	14%
34	Cc1ccc(C)c(Cn2nnc(C(=O)NCc3ccc(Cl)cc3Cl)c2N)c1	-13%	-23%[59 µM]	?	-5%	-2%	nt	23%	5%	-20%
35	COc1ccccc1C(=O)NC(=S)Nc1cccnc1Cl	2%	10µM*	-29%	-3%	-5%	19%	?	-14%	?
36	Cc1cc(Nc2ccc(O)cc2)ccc1N	nt	-2%[0.501 µM]	6.3µM*	-26%	nt	9%&-2%	nt	nt	20µM*
37	CCn1ncc(/C=C/C(=O)Nc2c(C)nn(CC)c2C)c1C	-6%	-6%[59 µM]	1%	2%	-1%	-3%	1%	-16%	-7%[58.9 µM]
38	O=C(Nc1ccc(NC(=O)c2cc3ccccc3o2)cc1)c1ccco1	6%	1%	-1%	6%	-12%	13%	-10%	-9%	?
39	FC(F)(F)c1ccccc1NC(=S)Nn1cnnc1	-2%	7.1µM*	-17%	8%	-1%	20%	3%	-11%	-16%
40	N/C(=N\OC(=O)CN1C(=O)c2ccccc2C1=O)c1ccc(Br)cc1	-9%	-4%	-22%	-1%	-3%	-5%	-15%	-15%	1%

3 structures from above, ordered by molecular weight, largest number first.
#	SMILES	Anesthetic bind	G9a block	BAZ2B block	Pol kappa inh	BLM inh	APE1 inh	POLB inh	Pol eta inh	POLI inh
28	C[C@H](NC(=O)c1nc[nH]c1C(=O)NCc1ccccc1)c1ccccc1	nt	4%[0.501 µM]	6%	2%	nt	-22%	nt	-16%	33%[activator]
38	O=C(Nc1ccc(NC(=O)c2cc3ccccc3o2)cc1)c1ccco1	6%	1%	-1%	6%	-12%	13%	-10%	-9%	?
33	COc1ccccc1C(=O)NCCn1ccc2ccccc21	-20%	11%	7%	-6%	-4%	-1%	2%	-18%	14%

Entries above containing an NH in an aromatic ring:
#	SMILES	Anesthetic bind	G9a block	BAZ2B block	Pol kappa inh	BLM inh	APE1 inh	POLB inh	Pol eta inh	POLI inh
2	CCCCc1nnc(NC(=O)C(C)Sc2nc(O)c(Cc3ccccc3)c(=O)[nH]2)s1 (stereo unspecified)	-12%	-43%	-24%	-8%	-1%	-1%	23%	-13%	65%[activator]
6	COc1ccc(C2CC(=O)c3cc(-c4nc(-c5ccc(Cl)cc5)c(C)s4)c(=O)[nH]c3C2)cc1 (stereo unspecified)	-2%	-3%[59 µM]	1%	-2%	-6%	nt	?	1%	1%
7	Cc1cc(OC(=O)c2ccc(C(C)(C)C)cc2)c([N+](=O)[O-])c(=O)[nH]1	-9%	?	-21%	3%	0%	-3%	9%	-17%	18%
10	Cc1ccc(CNC(=O)C2CCN(S(=O)(=O)c3ccc4[nH]c(=O)ccc4c3)CC2)cc1	10%	3%[59 µM]	3%	-7%[60.1 µM]	-1%	nt	-9%	0%	2%
19	C=CCn1c(C(CC)CC(C)(C)O)n[nH]c1=S (stereo unspecified)	-2%	-2%[59 µM]	-39%	9%[60.1 µM]	-1%	2%	-1%	-13%	-5%
28	C[C@H](NC(=O)c1nc[nH]c1C(=O)NCc1ccccc1)c1ccccc1	nt	4%[0.501 µM]	6%	2%	nt	-22%	nt	-16%	33%[activator]
